High-throughput results (PubChem BioAssay)
S2 tox: reduces viability in counter-screen for ATXN expression inhibitors. S2 cells (HEK-293 line with an ATXN2-luciferase reporter) viability, CellTiter-Fluor protease fluorescence, 24 h. Potency, µM (top dose mostly 56.7 µM), hits mostly cytotoxic. 400,000 compounds, 0.49% hits. AID 651635; note: potency is the fitted concentration of half-maximal effect; nearly all actives have a fitted effect of over 40% in size
KB-3-1 cytotox: KB-3-1 parental cell cytotoxicity. 400,000 compounds, 1.4% hits. AID 1347075. KB-3-1 viability, CellTiter-Glo ATP luminescence, 72 h. Potency, µM (titrated, usually from 46.1 µM), inactives show at the top dose activity change, negative = cytotoxic, most hits filed as cytotoxic; note: potency is the fitted concentration of half-maximal effect; % is set by controls: 0 for no effect and ±100 for the full control effect; nearly all actives have a fitted effect of over 60% in size
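Screening of KB-3-1 cells (DMEM, 10% FBS, phenol-red free) ran from lowest to highest compound concentration; after 72 h at 37 °C viability was read luminescently and curves fitted.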
IL-1B inflam inh: inhibitors of inflammasome signaling (IL-1 beta secretion). activity change, % at 57.5 µM. THP-1 LPS/ATP IL-1B secretion, AlphaLISA, 16 h; stronger effect = lower value. 360,000 compounds, 4.7% hits; in the data active = activity change below about -50%; inconclusive = mostly about -30% to -49%; note: % is set by controls: 0 for no effect and ±100 for the full control effect
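Secreted IL-1B measured by AlphaLISA bead assay after 16 h compound exposure of THP-1 cells; compounds (final up to 57.5 uM) added 1 h before LPS (250 ng/mL) and ATP (1.25 mM) stimulation; lower signal means less secretion.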
ATXN2 expr inh: ATXN2 expression inhibition. 360,000 compounds, 0.72% hits. AID 1745845. HEK-293 ATXN2-luciferase reporter, luminescence, 24 h. Potency, µM (highest dose often 57 µM), for the others: top-dose activity change, negative = inhibition, actives largely listed as inhibitors; note: potency is the fitted concentration of half-maximal effect; % is set by controls: 0 for no effect and ±100 for the full control effect; nearly all actives have a fitted effect of over 55% in size
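qHTS (up to 57 uM final) was run with 24 h compound exposure of reporter cells at 37 °C. Each well was multiplexed: SteadyGlo luminescence measured ATXN2-luciferase expression after a fluorogenic Gly-Phe-AFC viability readout (25 uM final).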
HT1080 IDH1KD tx: toxicity to HT-1080 IDH1 knockdown cells (counter line); Potency, µM (doses to about 46.1 µM), for the others: top-dose activity, negative = toxicity, hits mostly cytotoxic; 360,000 compounds, 2% hits; HT-1080 IDH1 knockdown viability, ATP luminescence, 48 h;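 note: potency is the fitted concentration of half-maximal effect; 0% = DMSO wells and -100% = cell-free medium wells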
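HT-1080-IDH1KD cells (IDH1 knocked down), 750/well in RPMI with 5% FBS, treated with compound 48 h at 37 degrees C. Viability by CellTiter-Glo luminescence, normalised to DMSO and no-cell wells; concentration-response curves classed.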
MCF10A rereplic: DNA re-replication induction in MCF 10a cells; MCF 10A DNA re-replication, Hoechst nuclear intensity, 48 h; Potency, µM (doses to about 46.1 µM), inactives show at the highest dose activity, positive = re-replication, hits mostly activators; 350,000 compounds, 2.9% hits; note: potency is the fitted concentration of half-maximal effect; % of control where 0% means no effect; nearly all actives have a fitted effect of over 50% in size
SW480 rerep: DNA re-replication induction in SW480 cells | SW480 DNA re-replication, Hoechst DNA content imaging, 48 h | Potency, µM (titrated, usually from 46.1 µM), for inactives: top-dose re-replication activation, actives largely listed as activators | 340,000 compounds, 1.8% hits | AID 624297; note: potency is the fitted concentration of half-maximal effect; % of control where 0% means no effect; nearly all actives have a fitted effect of over 55% in size
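First, 250 cells per well were seeded. Next, compound or vehicle (23 nL) was pinned in, plates sat 48 hr at 37 C. Finally Hoechst was added for 40 min before fluorescence scanning.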
HepG2 tox: counter-screen for TGF-b inhibitors: cytotoxicity in HepG2 cells; HepG2 CAGA-GFP viability, ATP luminescence, 18 h; Potency, µM (series often up to 46.1 µM), without a hit: top-dose activity change, negative = cytotoxicity, most hits filed as cytotoxic; 410,000 compounds, 0.76% hits; note: potency is the fitted concentration of half-maximal effect; some results filed as inactive show a strong effect at the top dose
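CellTiter-Glo luminescence gave cytotoxicity after 18 hours at 37 degrees C. The cells were HepG2 CAGA-GFP in 1% FBS DMEM, stimulated with 500 pg/mL TGF-beta after compound addition. %Activity was normalised to no-cell wells (complete cell-killing) and DMSO (no toxicity), and curves were fitted and classified.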
HT1080-NT tox: kills 2HG-producing HT-1080-NT fibrosarcoma cells | Potency, µM (highest dose often 46.1 µM), without a hit: at the highest dose activity, negative = less viability, actives largely listed as cytotoxic | HT-1080-NT fibrosarcoma viability, CellTiter-Glo ATP luminescence, 48 h | AID 686970 | 360,000 compounds, 1.6% hits;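 note: NT is the 2HG producing partner of a matched IDH1 knockdown line; potency is the fitted concentration of half-maximal effect; 0% = DMSO-treated cells and -100% = media-only wells without cells; nearly all actives have a fitted effect of over 55% in size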
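Viability by CellTiter-Glo luminescence after 48 h compound exposure at 37C of HT-1080-NT cells (750/well, RPMI, 5% FBS). % activity scaled between DMSO wells and medium-only wells, then curve-fitted and categorized by curve class.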
Active calls of the source: *; i = inactive; ? = inconclusive; nt = no result given; [ ] = remark or other dose. Unless noted, calls come from the whole dose curve; as a rule, active = well fitted curve in the direction sought with a large enough effect; inconclusive = small, poorly fitted or top-dose-only effect, or another doubt; inactive = no such curve, though single readings can be large; an effect the other way counts as inactive or inconclusive.

SMILES	S2 tox	KB-3-1 cytotox	IL-1B inflam inh	ATXN2 expr inh	HT1080 IDH1KD tx	MCF10A rereplic	SW480 rerep	HepG2 tox	HT1080-NT tox
O=C(CC(c1ccccc1)c1ccccc1)Nc1nn[nH]n1	i	5.7%	30.8	-9.8%	-1.0%	-1.0%	-1.7%	7.2%	-0.2%
CCOc1ccc(CSC(=N)N)cc1	i	-10.3%	22.3	-11.5%	-1.2%	15.4%	-6.1%	-3.0%	-6.9%
Cc1ccc(S(=O)(=O)N2C[C@H]3n4c(=O)ccc(=O)n4C[C@H](OC(=O)NCc4ccccc4)[C@@]3(O)C2)cc1	?	0.0%	0.0	0.0%	?	nt	nt	6.2%	?
Cc1cc(C)c2c(=O)n(CC(=O)N3CCC(N4CCCCC4)CC3)sc2n1	?	4.4%	14.7	3.1%	1.0%	?	-16.5%	0.3%	8.7%
COc1ccc2c(c1)C1=NN(/C(C)=C\C(C)=O)C(c3ccccc3)C1CC2 (stereo unspecified)	i	-8.2%	22.5	35.0%	-21.3%	-0.4%	1.9%	-20.9%	-24.6%
Cc1cc(NC(=O)COC(=O)[C@H](C)NC(=O)c2ccccc2)no1	i	15.9%	-0.7	-6.4%	2.6%	0.3%	-2.8%[9.22 µM]	2.9%	1.3%
O=C(N/N=C/C(Br)=C/c1ccccc1)c1ccc([N+](=O)[O-])cc1	i	1.3%	?	nt	1.7%	12.8%	?	-0.8%	1.9%
O=C(NCc1ccccc1)c1ccc(CSc2nc3cccnc3n2Cc2ccccc2F)cc1	i	1.4%	nt	-0.2%	nt	nt	nt	-34.2%	nt
CCc1sc(C(=O)N2CCc3cc(OC)c(OC)cc3C2CC(=O)O)cc1C (stereo unspecified)	?	5.9%	5.0	nt	11.4%	16.5%	-4.9%	15.6%	4.1%
Cc1cc(C)c2[nH]c(O)c(N=Nc3ccc(C(=O)O)cc3)c2c1	i	-4.1%	8.9	13.6%	24.5%	-12.7%	-27.9%	-4.4%	12.4%
S=c1nc[nH]c2c1ncn2-c1ccccc1	i	-17.9%	8.7	-4.5%	0.3%	0.3%	-6.0%	6.2%	15.8%
COc1ccc(CCCc2nnc(SCC(=O)Nc3cc(C)c(C)cc3Br)o2)cc1	i	7.1%	-10.2	5.2%	-2.5%	1.5%	-3.6%	-21.3%	6.6%
COc1ccc(/C=N/NS(=O)(=O)c2ccccc2)cc1OS(=O)(=O)c1ccc(C)cc1	i	0.8%	21.2	-7.2%	-4.0%	?	?	1.0%	-5.5%
CCCCNC(=O)N(O)C1N(CCCC)C(=O)N(CC(=O)OC)C1(C)C (stereo unspecified)	i	-1.6%	17.4	-10.8%	14.7%	-0.7%	-6.2%	-9.0%	10.9%
CCCn1c(N)c(Sc2ccccc2)c(=O)n(CCC)c1=O	i	4.2%	0.0	11.4%	-4.8%	-9.3%	-2.6%	-0.3%	5.9%

In the list so far, these have an NH in an aromatic ring.
SMILES	S2 tox	KB-3-1 cytotox	IL-1B inflam inh	ATXN2 expr inh	HT1080 IDH1KD tx	MCF10A rereplic	SW480 rerep	HepG2 tox	HT1080-NT tox
O=C(CC(c1ccccc1)c1ccccc1)Nc1nn[nH]n1	i	5.7%	30.8	-9.8%	-1.0%	-1.0%	-1.7%	7.2%	-0.2%
Cc1cc(C)c2[nH]c(O)c(N=Nc3ccc(C(=O)O)cc3)c2c1	i	-4.1%	8.9	13.6%	24.5%	-12.7%	-27.9%	-4.4%	12.4%
S=c1nc[nH]c2c1ncn2-c1ccccc1	i	-17.9%	8.7	-4.5%	0.3%	0.3%	-6.0%	6.2%	15.8%

Other records
SMILES	S2 tox	KB-3-1 cytotox	IL-1B inflam inh	ATXN2 expr inh	HT1080 IDH1KD tx	MCF10A rereplic	SW480 rerep	HepG2 tox	HT1080-NT tox
CN(C(=O)CSc1ccc(S(=O)(=O)N2CCCCC2)cn1)c1ccccc1	i	-9.8%	-25.8	-5.6%	-1.9%	?	-42.0%[inhibitor]	-1.2%	1.4%[9.24 µM]
CCOC(=O)N/N=C\c1ccc(-c2cccc(C(F)(F)F)c2)o1	i	2.0%	-26.4	12.8%	-24.6%	5.2%	-4.1%	3.5%	-15.1%
CCN(CC)S(=O)(=O)c1ccc(C)c(NC(=O)CSc2nc3ccccc3[nH]2)c1	i	-10.9%	3.6	1.8%	-14.6%	1.4%	nt	-23.9%	-9.0%
CC(=O)NC1(C(F)(F)F)C(=O)Nc2c1c(=O)n(C)c(=O)n2C (stereo unspecified)	i	-2.3%	9.1	6.1%	14.1%	-5.4%	-4.3%	-0.5%	9.6%
Cc1ccc(NC(=S)N(CCCN(C)C)Cc2cc3cc4c(cc3[nH]c2=O)OCO4)c(C)c1	i	14.6%	14.8	-5.4%	7.6%	-2.7%	-2.0%	2.6%	7.2%
CCOc1cc(S(=O)(=O)NCCCN2CCOCC2)ccc1F	i	-9.4%	-3.7	-6.6%	4.3%	15.3%	-2.2%	3.1%	9.3%
CC(C)(C)c1ccccc1OCCOCCNCc1ccccc1	?	2.6%	-57.4*	-35.1%	?	?	7.2%	-64.7%	-22.5%
COC(=O)c1ccc(C(=O)OC)c(NC(=O)COC(=O)CCOc2ccc(C)cc2)c1	i	7.8%	9.5	-9.5%	-2.1%	0.9%	5.1%	9.4%	1.3%
COc1ccc(N(C)C(=O)CCS(=O)(=O)c2cccc3nonc23)cc1	?	-0.5%	-4.4	1.9%	6.9%	-1.2%	-11.8%	0.0%	10.4%
CCN(CC)C(CNS(=O)(=O)c1ccc(Cl)cc1)c1ccccc1 (stereo unspecified)	i	1.3%	-4.1	-19.2%	2.4%	0.9%	2.8%	-24.0%	-5.9%
O=C(NCCCN1CCOCC1)c1ccc2c(=O)n(Cc3ccc(Cl)cc3)c(=S)[nH]c2c1	i	-16.5%	-20.4	-0.2%	-3.7%	?	?	-2.1%	-8.9%
O=C(NCCCN1CCOCC1)c1cc2c(s1)CCCC2	i	1.0%	19.2	8.6%	14.1%	0.9%	0.1%	-1.2%	9.0%
COc1ccc(C(=O)c2c(N)c(C(=O)Nc3cccc(OC)c3)c3ccccn23)cc1	i	2.7%	nt	-14.7%	nt	nt	nt	-0.8%	nt
COC(=O)c1scc(C)c1N/N=C(\C)c1ccc(F)cc1	i	-24.5%	17.6	-12.8%	11.3%	16.2%	-3.2%	5.3%	2.6%
Cc1ccc(N2CC(NS(=O)(=O)c3cccs3)CC2=O)cc1C (stereo unspecified)	i	-12.5%	-4.7	4.0%	8.5%	-0.7%	-6.0%	6.2%	0.8%
CCOc1cccc(/C(O)=C2/C(=O)C(=O)N(CCN3CCOCC3)C2c2cccnc2)c1 (stereo unspecified)	i	0.0%	15.7	0.9%	19.1%	-5.0%	-6.0%[9.22 µM]	6.0%	17.6%
CCCOc1cccc(C(=O)NCCCNC(=O)c2ccccn2)c1	i	0.0%	9.0	4.6%	7.1%	7.1%	0.7%	0.4%	-1.0%
Oc1ccccc1C=NN=Cc1c(O)ccc2ccccc12	nt	-11.2%	10.3	9.1%	3.4%	6.0%	8.0%	-10.7%	-0.4%
Cc1cccc(C)c1N1C(=O)CC(N2CCSCC2)C1=O (stereo unspecified)	i	-4.8%	6.7	4.3%	14.0%	0.8%	-12.1%	-2.2%	29.8%
Cc1c(Cl)ccc2sc(NC(=O)c3ccc(S(=O)(=O)N4CCCC4)cc3)nc12	i	1.1%	nt	14.6%	nt	nt	nt	-19.9%	nt
O=[N+]([O-])c1cccc2c3c([nH]c12)CCCC3	i	2.2%	13.1	-2.5%	-18.4%	5.6%	-4.3%	13.6%	-18.9%
CCn1nc(NS(=O)(=O)c2ccc([N+](=O)[O-])cc2)c2cc3cccc(C)c3nc21	i	1.3%	29.9	-7.7%	?	53.2%	0.3%	-41.3%	?
O=C(Nc1ccc2c(c1)ncn2C1CCCCC1)c1ccco1	i	?	?	27.6%	-2.4%	-7.2%	2.2%	0.6%	2.6%
O=C1CN(C(=O)c2ccc(Cl)cc2Cl)C(c2ccc(F)cc2)c2cc(F)ccc2N1 (stereo unspecified)	?	-1.6%	nt	-26.9%	nt	nt	nt	3.9%	nt
CCN1C(N(C)CCc2cccs2)=N[C@@H](c2ccccc2)C(C(=O)OC)=C1C	i	7.2%	11.6	-5.1%	2.6%	-10.9%	3.2%	-3.8%	7.9%
Cc1cc(C)c(S(=O)(=O)N2CCCCC2)c(C)c1-n1ncnn1	?	-4.6%	14.0	1.4%	-26.1%	-0.9%	-10.3%	2.8%	-11.0%
OCCSc1nc2ccccc2n1CCOc1ccccc1	i	-4.9%	-15.8	13.4%	-0.9%	6.4%	4.9%	2.3%	-18.0%
CC1(C)C(=O)Nc2ccccc2N1C(=O)Cn1ncc(Cl)c(Cl)c1=O	20µM*	?	-99.0*	nt	-25.2%	?	9.2µM*	-21.6%	-10.2%
COc1cccc(/C=C/C(=O)OCC(=O)c2ccc(C)c(C)c2)c1OC	i	-0.3%	-5.2	-8.1%	-0.1%	2.6%	?	-2.2%	-4.3%
COc1ccc(OC)c(NC(=O)CCC(=O)Oc2ccc(C)cc2)c1	?	-4.3%	-2.0	nt	-10.1%	15.7%	-0.6%	-3.5%	-8.5%

3 compounds from above, ordered by the value under IL-1B inflam inh, low to high:
| SMILES | IL-1B inflam inh |
| --- | --- |
| OCCSc1nc2ccccc2n1CCOc1ccccc1 | -15.8 |
| CCOc1cc(S(=O)(=O)NCCCN2CCOCC2)ccc1F | -3.7 |
| Cc1ccc(S(=O)(=O)N2C[C@H]3n4c(=O)ccc(=O)n4C[C@H](OC(=O)NCc4ccccc4)[C@@]3(O)C2)cc1 | 0.0 |

Copied from the list.
In SW480 rerep, CC1(C)C(=O)Nc2ccccc2N1C(=O)Cn1ncc(Cl)c(Cl)c1=O is entered as 9.2µM*
In ATXN2 expr inh, O=C(Nc1ccc2c(c1)ncn2C1CCCCC1)c1ccco1 is entered as 27.6%
